ADAM10 inh: inhibits human ADAM10 | O14672 | recombinant ADAM10, EDANS/DABCYL FRET peptide cleavage, 3 h | inhibition, % at 7 µM | 0.62% of 370,000 active;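 active means inhibition above a per-campaign cutoff equal to the mean of compounds falling between control-based bounds plus 3 SD, cut at about 20% in these data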;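 further: 0% = DMSO wells while the 100% control is not disclosed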
Target sequence (O14672 214-748 limits assumed): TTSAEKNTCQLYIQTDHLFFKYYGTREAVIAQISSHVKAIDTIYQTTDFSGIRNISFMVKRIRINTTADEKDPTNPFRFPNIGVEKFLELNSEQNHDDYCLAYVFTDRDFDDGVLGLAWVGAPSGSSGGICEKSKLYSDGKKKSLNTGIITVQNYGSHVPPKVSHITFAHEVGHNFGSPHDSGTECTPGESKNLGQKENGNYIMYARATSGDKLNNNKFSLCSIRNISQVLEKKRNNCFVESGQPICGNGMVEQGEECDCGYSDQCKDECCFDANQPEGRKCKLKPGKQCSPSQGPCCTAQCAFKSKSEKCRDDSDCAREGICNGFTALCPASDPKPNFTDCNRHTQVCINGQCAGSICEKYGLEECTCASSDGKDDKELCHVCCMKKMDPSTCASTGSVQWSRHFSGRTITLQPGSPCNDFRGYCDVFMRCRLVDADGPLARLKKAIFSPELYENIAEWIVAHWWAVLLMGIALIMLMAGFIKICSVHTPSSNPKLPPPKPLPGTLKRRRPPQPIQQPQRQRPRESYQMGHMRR
DAX1 inh-1: NR0B1 (DAX1) inhibition. P51843. HEK293 Gal4-DAX1 luciferase reporter, luminescence. inhibition, % at 6.75 µM. 0.99% of 340,000 active. AID 504766;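 active means inhibition above the mean over all tested compounds plus 3 SD, cut at about 4.2% in these data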;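 further: 0% = DAX1-transfected cells with DMSO and 100% = empty-vector control cells with DMSO; inhibition shows as a rise in luminescence from relieved DAX1 repression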
DAX1 inh-2: inhibitors of DAX1 repression of SF-1 activated StAR promoter. HEK293T StAR-luciferase reporter, SF-1/DAX-1 repression relief. AID 652010. 1.1% of 370,000 active. inhibition, % at 6.8 µM;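 active means inhibition above the mean over all tested compounds plus 3 SD, cut at about 3.6% in these data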;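 further: 0% = DAX-1 cells with DMSO and 100% = cells lacking DAX-1 with DMSO; higher inhibition means more luminescence from relief of DAX-1 repression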
NPR2 activator: GC-B (human) receptor activation; P20594; HEK293-GC-B cells, CNP EC30, cGMP TR-FRET; 0% at EC30 CNP, 100% saturating CNP; activation, % at 10 µM; 0.11% of 370,000 active;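 active means activation at 10 µM reaching about 35% in either raw or pattern-adjusted values, limit read from the data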
sPLA2-III inh: Inhibits HGIII-sPLA2 liposome hydrolysis, primary screen | Q9NZ20 | QFRET BODIPY PC-A2 liposome hydrolysis, fluorescence | inhibition, % at 12.2 µM | 0.56% of 370,000 active | AID 743126;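 active means inhibition above mean plus 3 SD of compounds lying within the high and low control bounds, cut at about 19% in these data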;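 further: 0% = median of test compound wells and 100% = no enzyme DMSO wells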
Target sequence (Q9NZ20 whole entry, looked up): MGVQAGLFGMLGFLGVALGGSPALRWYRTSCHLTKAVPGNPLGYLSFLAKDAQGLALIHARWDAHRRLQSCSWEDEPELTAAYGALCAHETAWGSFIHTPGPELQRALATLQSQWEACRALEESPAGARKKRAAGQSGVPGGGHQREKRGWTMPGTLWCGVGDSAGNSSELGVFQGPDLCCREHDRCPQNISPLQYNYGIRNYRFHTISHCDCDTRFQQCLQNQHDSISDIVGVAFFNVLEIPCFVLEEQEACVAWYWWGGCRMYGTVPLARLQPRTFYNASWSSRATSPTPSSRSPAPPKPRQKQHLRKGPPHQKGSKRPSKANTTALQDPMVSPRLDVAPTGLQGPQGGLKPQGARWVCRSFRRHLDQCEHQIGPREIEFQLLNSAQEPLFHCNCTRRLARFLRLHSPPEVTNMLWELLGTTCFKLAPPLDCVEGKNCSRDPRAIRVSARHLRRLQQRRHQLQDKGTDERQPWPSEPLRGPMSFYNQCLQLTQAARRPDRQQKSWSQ
ssDAF12 agonist: activators of S. stercoralis DAF-12 nuclear receptor | HEK293 ssDAF-12/GRIP1 lit1-tk-luc reporter, luminescence; % of 3 µM dafachronic acid response | 1% of 370,000 active | activation, % at 6.8 µM | AID 652126;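 active means activation above the mean over all tested compounds plus 3 SD, cut at about 0.9% in these data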;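 further: 0% = DMSO-only wells and 100% = 3 µM delta7-dafachronic acid wells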
hgDAF12 agonist: hgDAF-12 agonism, primary luciferase screen. HEK293 GAL4-hgDAF12 UAS-luciferase reporter, agonist luminescence; normalized to butyrate control. activation, % at 6.8 µM. 1.8% of 370,000 active;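 active means activation above a cutoff set at the mean of all screened compounds plus 3 SD, cut at about 10% in these data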;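 further: 0% = DMSO wells and 100% = sodium butyrate wells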
GAA850 FXN act: activators of GAA850 frataxin (FXN) promoter; HEK293 lucGAA850 FXN promoter luciferase reporter, 24 h; percent of 10 µM SAHA response; 0.56% of 360,000 active; activation, % at 6 µM;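 active means activation above the average of all compounds screened plus 3 SD, cutoff fixed separately per campaign, cut at about 7.5% in these data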;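 further: 0% = DMSO wells and 100% = 10 µM SAHA wells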
hcDAF12 agonist: activates DAF-12 receptor from parasite H. contortus | AID 652067 | 1.4% of 370,000 active | activation, % at 6.8 µM | HEK293 hcDAF-12 lit1-tk-luc reporter, luminescence; 0% DMSO, 100% Δ7-dafachronic acid;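 active means activation above the mean of all tested compounds plus 3 SD, cut at about 5.5% in these data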;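 further: 100% = response to 3 µM Δ7-dafachronic acid high control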
GC-A act: GC-A (human) enzyme activation; P16066; HEK293 GC-A cells, cGMP TR-FRET, EC30 ANP; 0% at EC30 ANP, 100% saturating ANP; activation, % at 10 µM; 0.14% of 370,000 active; AID 1671463; in the data active means activation above about 40%
SMARCA2 activ: increases SMARCA2 function in MMTV reporter cells | MG213 cells, MMTV-luciferase reporter, dexamethasone, overnight | activation, % at 9.1 µM | 1% of 370,000 active; in the data active means activation above about 7.8%;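 further: 0% = vehicle wells and 100% = reference activator wells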
Starred values were filed as active, the others as inactive; i = inactive; / = no result given.

Below each compound: ADAM10 inh	DAX1 inh-1	DAX1 inh-2	NPR2 activator	sPLA2-III inh	ssDAF12 agonist	hgDAF12 agonist	GAA850 FXN act	hcDAF12 agonist	GC-A act	SMARCA2 activ
Cc1[nH]n(-c2ccccc2)c(=O)c1N=Nc1ccccc1O
→ 7	-2.6	0.4	-3	-10	0.6	-4.2	-2.6	0.6	-6	-4
CCCCNc1cccc2c1S(=O)(=O)N[C@H](C)CO2
→ -10	/	-0.1	-3	5	-0.8	2.1	/	0.6	0	-3
O=C1c2ccccc2-c2ccc(P(=O)(O)O)cc21
→ -1	/	/	0	3	-0.6	-3.2	/	0.0	3	/
Cc1ccc(S(=O)(=O)Cc2ccc([N+](=O)[O-])cc2)cc1
→ 0	2.3	-0.4	0	-2	-0.7	-1.7	-1.1	-3.2	2	-3
COc1cccc(CN2CCN(C(=O)CCc3nnc(C4CCCCC4)o3)CC2=O)c1
→ 0	1.0	-0.3	-1	-1	-1.2	1.2	-0.5	1.5	-1	-2
Cc1onc(-c2ccccc2Cl)c1C(=O)Nc1ccccc1C(=O)NC(C)C
→ 5	-1.8	-2.0	-2	-5	-1.8	-3.0	-4.9	-4.0	1	-2
Cc1cccc(NS(=O)(=O)c2ccc(-c3cnc(C4CC4)o3)cc2)c1
→ 9	-1.7	-8.4	-6	-38	-1.4	-3.4	-3.0	-1.8	-16	-6
COC(=O)c1ccc(N2C(=O)CC(N3CCN(c4ccccc4)CC3)C2=O)cc1 (centres undefined)
→ -17	-0.3	-0.2	-2	1	-0.8	-0.7	-0.9	0.2	5	0
Cc1cc(C)n2nc(SCCCC(=O)c3ccccc3)nc2n1
→ 1	-0.7	0.0	-8	0	-1.4	-1.3	-0.8	-1.9	-1	-2
COc1cccc(/C=C/c2onc(C)c2S(=O)(=O)N2CCC(C(=O)NC3CCCCCC3)CC2)c1
→ 3	-0.2	0.4	1	-8	-1.0	2.7	-1.4	-0.9	-3	0
O=C1NC(=O)C2(C=C(c3ccccc3)C(O)(c3ccccc3)C2)N1 (centres undefined)
→ 1	-0.4	1.8	-6	-7	-0.5	-0.5	-0.7	-1.3	-15	8.2*
Cc1nn(C2CCS(=O)(=O)C2)c(Cl)c1/C=C/C(=O)OCC(=O)c1c[nH]c2ccccc12 (centres undefined)
→ 0	-1.3	-1.9	-2	-28	-1.7	-4.6	0.3	-2.8	-4	-6
CN(C)c1cc(-c2ccc(F)cc2)oc(=O)c1Cl
→ -7	3.2	-0.7	-2	0	-1.4	-2.3	-1.1	-2.3	-2	-2
Cc1ccn2c(-c3csc(Nc4ccc(C(=O)O)cc4)n3)c(C)nc2c1
→ -23	0.2	0.8	3	12	0.0	2.2	1.8	4.2	-1	-3
CCOc1cc(C2C3=C(CCCC3=O)Nc3nc(C(=O)OC)nn32)ccc1OC (centres undefined)
→ 6	0.8	-0.3	3	9	-1.0	0.7	-1.5	-1.1	1	3
COc1ccc(C(=O)N2CCc3ccccc3C2)cc1S(=O)(=O)N1CCCC1
→ -6	1.3	0.4	0	11	-1.3	-2.2	-0.7	-0.1	0	-2
COc1ccccc1-c1cc(C(=O)NC2CCN(C)CC2)c2ccc(Cl)c(C)c2n1
→ -18	-0.4	-1.0	-13	3	-0.2	-1.1	0.2	1.7	-6	-2
Cc1ccc(OCC(O)CN2CCN(Cc3ccc4c(c3)OCO4)CC2)cc1C (centres undefined)
→ 5	-1.0	-0.8	-4	-11	-0.7	0.8	1.4	0.9	1	-2
C[C@H](CO)N1C[C@H](C)[C@@H](CN(C)Cc2ccc3c(c2)OCO3)Oc2c(NC(=O)Cc3ccccc3)cccc2C1=O
→ 1	-0.5	-0.3	-5	-20	-1.2	-1.9	-8.2	-1.4	-3	0
Brc1cccc(OCCCCn2cncn2)c1
→ -8	0.0	0.2	1	9	-1.2	-2.5	4.0	2.0	1	-2
O=C1CSC(=S)N1c1cccc(Cl)c1
→ -1	-1.6	0.5	0	-5	-1.2	-0.2	0.9	0.3	-4	-1
CCCCN(C)C1=Nc2cccc3cccc1c23
→ -123	0.5	-0.3	-4	5	-0.8	1.1	0.9	-0.7	6	1
CSCCC(NC(=O)c1ccc(Cl)cc1Cl)C(=O)NCC(c1cccs1)N(C)C (centres undefined)
→ -2	0.9	-0.1	1	-1	-1.7	-0.8	-2.1	0.6	-2	-1
O=C(NC12CC3CC(CC(C3)C1)C2)c1cc([N+](=O)[O-])ccc1N1CCOCC1
→ 5	0.1	-0.3	13	-1	-1.5	0.4	10*	-2.1	1	1
COc1nc(N(CC(N)=O)S(=O)(=O)c2ccccc2)nc(C)c1Cl
→ 2	1.4	-0.4	-14	-5	-1.4	1.2	2.0	-0.1	-34	-2
Cc1c(Cl)c([N+](=O)[O-])nn1CCCC(=O)N(Cc1ccccc1)Cc1ccccc1
→ 12	-1.0	-0.6	-11	-14	-1.9	-2.2	1.9	-2.7	-9	-2
CCN1CCN(C(=O)CCc2nnc(CCc3ccccc3OC)o2)[C@@H](C)C1=O
→ 0	0.1	0.6	-5	3	-1.1	-1.3	-1.1	1.2	2	-1
COc1ccc(NC2c3ccccc3C(=O)N2Cc2ccccc2Cl)cc1OC (centres undefined)
→ 13	-0.7	-0.6	4	-1	-1.3	-3.3	1.8	-0.5	-8	-4
CN(Cc1nccs1)C(=O)C1CCC(=O)N(CCc2cccc(F)c2)C1 (centres undefined)
→ -3	0.7	0.8	1	-2	-0.9	-0.2	0.6	-0.8	3	0
O=C(Nc1ccccc1NC(=O)c1ccco1)c1ccccc1
→ 0	-0.6	-0.7	1	-4	-1.7	-1.2	1.3	-1.4	-5	1

Marked active in SMARCA2 activ, among the entries above:
Molecule	ADAM10 inh	DAX1 inh-1	DAX1 inh-2	NPR2 activator	sPLA2-III inh	ssDAF12 agonist	hcDAF12 agonist	GC-A act	SMARCA2 activ
O=C1NC(=O)C2(C=C(c3ccccc3)C(O)(c3ccccc3)C2)N1 (centres undefined)	1	-0.4	1.8	-6	-7	-0.5	-1.3	-15	8.2*

(further entries)
Below each compound: ADAM10 inh	DAX1 inh-1	DAX1 inh-2	NPR2 activator	sPLA2-III inh	ssDAF12 agonist	hgDAF12 agonist	GAA850 FXN act	hcDAF12 agonist	GC-A act	SMARCA2 activ
O=C(O)/C=C/c1cn(-c2ccccc2)nc1-c1cccs1
→ -172	1.0	0.0	4	-2	-1.6	2.6	-0.7	0.5	-3	-4
O=C(CCSCc1ccccc1F)NCc1cccs1
→ 3	0.3	0.9	3	1	-1.1	-0.3	0.3	-0.1	1	1
Cc1ccc(S(=O)(=O)Nc2ccc3c(c2)OCCO3)cc1
→ 3	0.1	-0.1	1	-16	-1.8	-3.0	0.1	-1.6	0	-6
CCOc1nc(SC(C(C)=O)C(=O)Nc2ccccc2)nc(N(C)C)n1 (centres undefined)
→ 0	-0.4	0.1	3	9	-0.5	3.6	0.0	0.6	4	2
O=S(=O)(NCC1CCCO1)c1ccccc1 (centres undefined)
→ 1	-0.5	-0.5	-1	-1	-0.7	0.0	2.1	2.3	4	-2
O=C1OC(c2ccccc2)=N/C1=C\C=C\c1ccco1
→ -6	1.6	0.3	3	-7	-1.3	3.4	1.1	-0.4	15	3
Cc1ccc(C(=O)N2c3ccccc3NC(=O)C2C)cc1 (centres undefined)
→ -17	-0.4	-0.1	-4	-3	-1.2	-0.4	0.7	-2.4	-4	-1
Cc1nnc(Sc2cc(C(=O)NCc3ccco3)c3ccccc3n2)s1
→ -18	0.2	0.6	-16	-5	-1.2	-1.7	-0.1	-0.7	0	0
CC(=O)CN1C(=O)NC2(CCCc3ccccc32)C1=O (centres undefined)
→ 14	1.6	0.1	-1	12	-0.8	-0.9	-0.3	-0.8	4	-4
CCCCN1C(=O)C(CC(=O)NCc2cccs2)CC(C(=O)N(C)C)=C1C (centres undefined)
→ -5	2.0	0.3	-1	5	-0.5	1.8	0.6	-0.6	2	-2
COC(=O)COc1ccc(S(=O)(=O)N2CCc3ccccc3C2)cc1
→ 8	1.5	0.1	-3	-12	-1.1	-0.1	0.2	0.2	2	-1
COc1ccccc1C(CC(=O)Nc1ccc(C)c(C)c1)c1ccc(OC(C)C)cc1 (centres undefined)
→ 0	-0.7	-0.3	4	-4	-1.4	-2.4	-0.4	-0.8	1	0
Cc1nc2ncnn2c(Nc2ccc3c(c2)OCCO3)c1C
→ 6	0.1	-0.5	5	-2	-1.3	-1.4	1.1	0.4	6	-2
COc1ccccc1N1CCN(C2CCCN(C(=O)c3ccccn3)C2)CC1 (centres undefined)
→ 5	0.0	0.1	-4	4	-1.3	3.8	-1.6	-0.4	-1	1
Cn1c(=O)c2c(n(C)c1=O)=NC1(CCCCC1)ON=2
→ -6	-0.8	-0.3	5	3	-0.6	1.0	-0.4	-1.3	1	0
CCN1C(=O)[C@@H]2[C@H](C1=O)[C@@H]1C(=O)Nc3ccccc3C(=O)N1[C@@H]2c1ccc(Br)cc1
→ -15	0.6	-0.6	-14	1	-1.1	-0.4	-0.7	-2.2	-9	1
COc1cc(-c2cc(C(=O)N(C)Cc3ccccc3)c3ccccc3n2)cc(OC)c1OC
→ -62	-0.9	-1.4	6	-16	-1.7	-4.5	-3.7	-0.7	6	-2
COC(=O)C1=CN(Cc2ccc(C)cc2)C=C(C(=O)OC)C1c1cc(OC)c(OC)c(OC)c1
→ i	-1.0	-0.2	7	-6	-1.5	-1.0	-0.6	-2.5	-1	0
COc1ccc(CCN/C=C2/CC(=O)NC2=O)cc1OC
→ -6	2.1	-0.4	4	6	-1.0	0.2	-0.9	-1.5	-1	-4
O=C(NN=Cc1ccco1)C(=O)Nc1cccc(C(F)(F)F)c1
→ -1	/	0.7	3	4	-1.7	1.3	/	-1.0	-1	-1
Cc1ccccc1-c1ncc(CN2CCN(C3CCCCC3)C(CCO)C2)cn1 (centres undefined)
→ -10	-0.3	0.1	4	2	-1.6	-3.0	1.6	-0.1	2	-3
O=C(CSc1nc(C2CC2)nc2ccccc12)N1c2ccccc2Sc2ccccc21
→ -1	-0.3	-0.2	-1	1	-1.7	-2.9	0.3	-1.2	-6	-4

Some of the entries above, set out differently:
Compound: Cc1ccc(S(=O)(=O)Nc2ccc3c(c2)OCCO3)cc1
  ADAM10 inh: 3 | DAX1 inh-1: 0.1 | DAX1 inh-2: -0.1 | NPR2 activator: 1 | sPLA2-III inh: -16 | ssDAF12 agonist: -1.8 | hgDAF12 agonist: -3.0 | GAA850 FXN act: 0.1 | hcDAF12 agonist: -1.6 | GC-A act: 0 | SMARCA2 activ: -6
Compound: CCCCN1C(=O)C(CC(=O)NCc2cccs2)CC(C(=O)N(C)C)=C1C (centres undefined)
  ADAM10 inh: -5 | DAX1 inh-1: 2.0 | DAX1 inh-2: 0.3 | NPR2 activator: -1 | sPLA2-III inh: 5 | ssDAF12 agonist: -0.5 | hgDAF12 agonist: 1.8 | GAA850 FXN act: 0.6 | hcDAF12 agonist: -0.6 | GC-A act: 2 | SMARCA2 activ: -2
Compound: Cn1c(=O)c2c(n(C)c1=O)=NC1(CCCCC1)ON=2
  ADAM10 inh: -6 | DAX1 inh-1: -0.8 | DAX1 inh-2: -0.3 | NPR2 activator: 5 | sPLA2-III inh: 3 | ssDAF12 agonist: -0.6 | hgDAF12 agonist: 1.0 | GAA850 FXN act: -0.4 | hcDAF12 agonist: -1.3 | GC-A act: 1 | SMARCA2 activ: 0

Bioassay records as filed in PubChem BioAssay.
